# HttQ103 aggreg = inhibitors of mutant huntingtin aggregate formation in PC12 cells; 1.1% of 220,000 active; Potency, µM (titrated, usually from 46.1 µM), for inactives: at the highest dose activity change, negative = inhibition, hits mostly inhibitors; AID 1688; PC12 HttQ103-GFP aggregates, Acumen cytometry, 40 h; note: potency is the fitted concentration of half-maximal effect; % is set by controls: 0 for no effect and ±100 for the full control effect; nearly all actives have a fitted effect of over 60% in size
#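 Aggregates are detected as GFP objects 1–25 µm with signal 6 STDEV over background in lysates of induced PC12 cells. These carry Huntingtin exon 1 with 103 glutamines fused to GFP under an ecdysone promoter; compounds titrated.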
# NPSR antagonist = neuropeptide S receptor (human) antagonism, cAMP; Q6W5P4; CHO-NPSR cells, cAMP TR-FRET, antagonist mode; Potency, µM (top dose mostly 38.3 µM), without a hit: at the highest dose activity change, negative = inhibition, most hits filed as inhibitors; 1% of 220,000 active; note: potency is the fitted concentration of half-maximal effect; % is set by controls: 0 for no effect and ±100 for the full control effect; nearly all actives have a fitted effect of over 50% in size; many of its hits are not listed in these tables
# Target sequence (Q6W5P4 whole entry, looked up): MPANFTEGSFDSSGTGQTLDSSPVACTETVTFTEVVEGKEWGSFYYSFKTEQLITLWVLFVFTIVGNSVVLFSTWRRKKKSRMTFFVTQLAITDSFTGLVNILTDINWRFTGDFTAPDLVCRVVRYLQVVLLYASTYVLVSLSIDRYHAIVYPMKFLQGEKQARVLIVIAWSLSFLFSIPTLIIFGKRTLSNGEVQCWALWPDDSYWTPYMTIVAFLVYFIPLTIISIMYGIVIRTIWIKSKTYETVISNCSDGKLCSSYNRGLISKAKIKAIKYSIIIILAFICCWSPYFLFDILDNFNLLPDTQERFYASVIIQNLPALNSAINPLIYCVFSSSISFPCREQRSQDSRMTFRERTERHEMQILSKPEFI
# IMPase Li inh = cell-permeable IMPase inhibitors with lithium potentiation; CHO-M1 cells, IP1 TR-FRET (IP-One), carbachol + lithium; Potency, µM (titrated, usually from 59.4 µM), for inactives: at the highest dose activity, negative = IMPase inhibition, usual class: inhibitors; 0.35% of 210,000 active; AID 1457;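 note: IP1 builds up when IMPase is blocked and the TR-FRET signal falls; potency is the fitted concentration of half-maximal effect; plate controls were basal vehicle for no effect and high inhibitor control for full effect; nearly all actives have a fitted effect of over 50% in size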
#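 Concentration–response in CHO-M1 cells, lithium-potentiated; 30 min at 37C. IP1 detected by competitive TR-FRET after 10 min lysis at RT. Hill-fitted AC50.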
# Epigenetic reg = derepresses silenced GFP reporter in murine cells | Potency, µM (highest dose often 53.9 µM), for the others: at the highest dose GFP activation, actives largely listed as activators | murine LDR cells, GFP reporter derepression, 30 h | AID 1865 | 0.2% of 280,000 active; note: potency is the fitted concentration of half-maximal effect; % of control where 0% means no effect; nearly all actives have a fitted effect of over 60% in size
#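 In this reporter-derepression format, murine cells bearing a silenced integrated CMV-GFP locus incubate with test compound (30 h, 37 C), then are washed and imaged; fluorescent objects of 20–120 um count as induced cells.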
# CBFb-RUNX1 inh = CBF-beta/RUNX1 interaction disruption. Q01196+Q13951. AlphaScreen CBFb-His/RUNX1-biotin binding, biochemical. Potency, µM (highest dose often 59.8 µM), without a hit: at the highest dose activity, negative = inhibition, most hits filed as inhibitors. 230,000 tested, under 10 active. AID 1477; note: % of control where 0% means no effect
# Target sequence (Q01196 whole entry, looked up): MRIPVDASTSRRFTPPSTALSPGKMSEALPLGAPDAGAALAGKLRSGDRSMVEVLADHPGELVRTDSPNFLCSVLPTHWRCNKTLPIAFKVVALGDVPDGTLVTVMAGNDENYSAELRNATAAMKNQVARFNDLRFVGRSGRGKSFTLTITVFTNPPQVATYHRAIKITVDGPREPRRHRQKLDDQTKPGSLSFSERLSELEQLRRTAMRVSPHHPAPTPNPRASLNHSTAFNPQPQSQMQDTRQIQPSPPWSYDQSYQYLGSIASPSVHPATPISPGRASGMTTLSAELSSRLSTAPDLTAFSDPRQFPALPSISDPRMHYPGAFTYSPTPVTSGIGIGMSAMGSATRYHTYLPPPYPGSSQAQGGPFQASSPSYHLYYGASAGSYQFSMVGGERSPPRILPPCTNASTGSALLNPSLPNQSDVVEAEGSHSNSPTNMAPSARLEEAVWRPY
# Target sequence (Q13951 whole entry, looked up): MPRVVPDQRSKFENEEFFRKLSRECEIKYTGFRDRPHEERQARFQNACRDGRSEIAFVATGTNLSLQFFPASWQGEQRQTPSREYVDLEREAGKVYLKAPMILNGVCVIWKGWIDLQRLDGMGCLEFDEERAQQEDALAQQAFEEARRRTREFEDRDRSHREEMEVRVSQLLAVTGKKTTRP
#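 Interaction loss through any mechanism counts as activity. Pre-formed complex of His-CBF-beta and biotin-RUNX1 (30 nM apiece) is incubated with compound 15 min, then with 50 ng nickel and 50 ng streptavidin beads for 90 min before AlphaScreen detection.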
# Lamin A splicing = changes lamin A minigene splicing in HeLa cells; Potency, µM (titrated, usually from 46.1 µM), for inactives: at the top dose ratio change, negative = inhibition, most hits filed as inhibitors; 0.01% of 200,000 active; HeLa LMNA splicing GFP/RFP minigene ratio, 48 h; active = well fitted inhibition curve with a large enough effect in the signal ratio, with a control signal flat, not every such curve was filed as active; inconclusive = small, poorly fitted or top-dose-only effect, or effect the other way, or a change in a side signal; the % refers to the signal ratio; note: potency is the fitted concentration of half-maximal effect; % is set by controls: 0 for no effect and ±100 for the full control effect
#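 S3 HeLa stable clones carrying a lamin A-EGFP splicing minigene plus DsRed2 were seeded at 600 cells/well in Opti-MEM with 2% FBS, pin-dosed and incubated 48 h at 37°C. Acumen cytometry (488 nm) gave the GFP/RFP total-intensity ratio.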
# KinaseGlo FLuc = Kinase-Glo luciferase inhibition (counter-screen); Kinase-Glo luciferase, ATP luminescence, 8 min; AID 1379; Potency, µM (titrated, usually from 38.3 µM), inactives show at the highest dose activity change, negative = inhibition, usual class: inhibitors; 0.28% of 200,000 active; Q27757; note: potency is the fitted concentration of half-maximal effect; % is set by controls: 0 for no effect and ±100 for the full control effect; nearly all actives have a fitted effect of over 60% in size
#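 Compounds were added to a substrate mix at pH 7.2 (50 mM imidazole, 10 uM ATP, within the enzyme's linear range), followed by Kinase-Glo detection reagent; luminescence was measured after 8 minutes at ambient temperature.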
# The depositor's hits bear a star; ? = inconclusive; / = not tested or not shown; & = joins results of further samples; [ ] = remark or other dose. Unless noted, calls come from the whole dose curve; as a rule, active = well fitted curve in the direction sought with a large enough effect; inconclusive = small, poorly fitted or top-dose-only effect, or another doubt; inactive = no such curve, though single readings can be large; an effect the other way counts as inactive or inconclusive.
SMILES,HttQ103 aggreg,NPSR antagonist,IMPase Li inh,Epigenetic reg,CBFb-RUNX1 inh,Lamin A splicing,KinaseGlo FLuc
Cc1cccc(C2c3[nH]c4ccccc4c3CCN2C(=O)c2cc(CC(C)C)[nH]c(=O)n2)n1 (configuration not stated),8%[9.22 µM],24%,5%,-0.6%,-1%,-5%[46 µM],-3%
O=C1N(c2ccc(Cl)cc2)C(c2ccccc2)N2CCCN12 (configuration not stated),-6%,17%,2%,3.0%,-11%,-17%,0%
COC/C=C/C1=CC2=CC(=O)C(C)(OC(=O)c3ccco3)C(=O)C2=CO1 (configuration not stated),-18%[9.22 µM],8%,7%,0.0%&-1.1%,?,/,-5%
Cc1ccc(-n2nc(C)c(Sc3ccccc3[N+](=O)[O-])c2N)cc1,-19%,-21%,14%,0.0%,-30%,?,1%
Cc1ccc(C)c(S(=O)(=O)NCc2cccnc2)c1,-3%,5%[46.1 µM],5%,-0.8%,0%,-6%,-1%
O=C(O)c1cccc(-n2cccc2C=C2C(=O)c3ccccc3C2=O)c1,7%,-25%,-14%,3.7%,-18%,/,/
COc1ccc(N2CCC(CNC(=O)Nc3cccc(OC)c3)C2)cc1 (configuration not stated),3%,-28%[46.1 µM],39%[activator][38.3 µM],0.0%,?,-9%,-3%
CC(=O)c1cccc(NC(=O)N2CCCC2C(=O)NC2CCCCC2)c1 (configuration not stated),12%,-10%[7.67 µM],-4%[38.3 µM],-0.6%,1%,-15%,2%
O=C(CSCC(=O)NC1CCCC1)Nc1ccccc1,25%,19%,-13%,0.0%,?,?,2%
COc1ccccc1CNS(=O)(=O)c1c(C)[nH]c(=O)[nH]c1=O,1%,-7%[46.1 µM],33%[activator][38.3 µM],0.0%,0%,9%,-5%
CN(Cc1cnn(C)c1)C(=O)C1CCCCC1C(=O)O (configuration not stated),12%,-6%[46.1 µM],5%,1.2%,14%,-11%,7%
CSc1nnc(CSCc2ccc(Cl)cc2Cl)n1-c1ccccc1,-29%,?,-4%[38.3 µM],-1.1%,1%,6%,-2%
CCOc1ccc(S(=O)(=O)N(C)c2ccc(OCC(=O)NCc3ccco3)cc2)cc1,-2%,-14%[46.1 µM],1%[38.3 µM],1.6%,-8%,9%,-2%
C/C(=C\c1ccccc1)C(=O)Nc1nc2ccc([N+](=O)[O-])cc2s1,-7%,24%,13%,-1.1%,-2%,-16%,3%
Cn1c(C(=O)N2CCCc3ccccc32)cc2c(=O)n3ccccc3nc21,-18%,-6%[46.1 µM],1%[38.3 µM],-1.1%,3%,-6%,-4%
CCC(C)/C(C)=N/NC(=O)c1ccc(CSc2nc3ccccc3s2)cc1 (configuration not stated),-10%,7%,0%,1.1%,-16%,?,3%
O=C(COc1ccccc1/C=C1\SC(=O)NC1=O)Nc1ccccc1,-16%,-42%,-5%,-5.0%,-6%,1%[9.22 µM],-1%
O=C1CC(c2ccc(O[C@@H]3OC(CO)[C@@H](O)C(O)C3O)cc2)Oc2cc(O)ccc21 (some centres not stated),/,/,3%,-0.3%,0%,/,-1%
CC(C)N(Cc1ccccc1)C(=O)COC(=O)/C=C/c1cnc2ccccc2n1,5%,6%,3%,-2.5%,3%,/,-2%
C[C@@H](CCc1ccccc1)NC[C@H](O)c1ccc(O)c(C(N)=O)c1,8%,/,-2%,1.1%[16.9 µM],9%[21.7 µM],?,-3%[17.1 µM]

# 3 compounds from above, ordered by formula weight, descending:
SMILES,HttQ103 aggreg,NPSR antagonist,IMPase Li inh,Epigenetic reg,CBFb-RUNX1 inh,Lamin A splicing,KinaseGlo FLuc
CCOc1ccc(S(=O)(=O)N(C)c2ccc(OCC(=O)NCc3ccco3)cc2)cc1,-2%,-14%[46.1 µM],1%[38.3 µM],1.6%,-8%,9%,-2%
COc1ccc(N2CCC(CNC(=O)Nc3cccc(OC)c3)C2)cc1 (configuration not stated),3%,-28%[46.1 µM],39%[activator][38.3 µM],0.0%,?,-9%,-3%
C/C(=C\c1ccccc1)C(=O)Nc1nc2ccc([N+](=O)[O-])cc2s1,-7%,24%,13%,-1.1%,-2%,-16%,3%

# (continued)
SMILES,HttQ103 aggreg,NPSR antagonist,IMPase Li inh,Epigenetic reg,CBFb-RUNX1 inh,Lamin A splicing,KinaseGlo FLuc
Cc1[nH]c2ccccc2c(=O)c1C(=O)/C=C/c1ccccc1,-7%[9.22 µM],-30%,/,0.1%,9%,/,/
COCCNc1nnc(SCC(=O)Nc2sc3c(c2C(=O)c2ccccc2)CCCC3)s1,-10%,-7%,21%,15%,-4%,?,-1%
Cc1ccccc1CC1(CO)CCCN(C(=O)CCC(=O)c2ccccc2)C1 (configuration not stated),25%[9.22 µM],19%,13%,-0.2%,0%,/,/
OCl,16%,/,3%,/,1%[21.7 µM],?,/
CCCC(=O)N1c2ccccc2NC2=C(C(=O)CCC2)C1c1ccc(F)cc1 (configuration not stated),4%,-8%[46.1 µM],17%,-4.6%,11%,-5%,-1%
CCOC(=O)c1csc(NC(=O)C(C)(C)C)n1,-15%,-8%[46.1 µM],-4%[38.3 µM],-7.3%,6%,-1%,-3%
CCc1nn(C(C)C(=O)N2CCN(Cc3ccccc3)CC2)c(=O)c2cc3occc3n12 (configuration not stated),2%,4%[46.1 µM],13%[38.3 µM],0.2%,1%,0%,-4%
COc1ccc(C(=O)/C=C/Nc2ccccn2)cc1,-23%,-9%[46.1 µM],12%[38.3 µM],-0.3%,2%,11%,11µM*
OCCC1CN(Cc2cc3c(cc2Cl)OCO3)CCN1Cc1ccccc1 (configuration not stated),-5%[9.22 µM],-3%,13%,-1.2%,1%,/,/
Nn1c(Cc2ccccc2F)n[nH]c1=S,6%,-6%,7%,0.8%,6%,28%[46 µM],1%

# Structures shown so far that have a furan ring, fused or not (3):
SMILES,HttQ103 aggreg,NPSR antagonist,IMPase Li inh,Epigenetic reg,CBFb-RUNX1 inh,Lamin A splicing,KinaseGlo FLuc
COC/C=C/C1=CC2=CC(=O)C(C)(OC(=O)c3ccco3)C(=O)C2=CO1 (configuration not stated),-18%[9.22 µM],8%,7%,0.0%&-1.1%,?,/,-5%
CCOc1ccc(S(=O)(=O)N(C)c2ccc(OCC(=O)NCc3ccco3)cc2)cc1,-2%,-14%[46.1 µM],1%[38.3 µM],1.6%,-8%,9%,-2%
CCc1nn(C(C)C(=O)N2CCN(Cc3ccccc3)CC2)c(=O)c2cc3occc3n12 (configuration not stated),2%,4%[46.1 µM],13%[38.3 µM],0.2%,1%,0%,-4%

# More entries:
SMILES,HttQ103 aggreg,NPSR antagonist,IMPase Li inh,Epigenetic reg,CBFb-RUNX1 inh,Lamin A splicing,KinaseGlo FLuc
COC(=O)c1[nH]c2cccc(OC)c2c1NC(=O)CCN1CCN(c2ccccc2OC)CC1,1%,-16%[46.1 µM],10%[38.3 µM],-1.2%,0%,-7%,-2%
Cc1cc(C)n(C(=O)/C(C#N)=N\Nc2ccccc2[N+](=O)[O-])n1,2%,1%,-8%,-1.4%,-2%,5%[46 µM],8%
Cc1cc(C)c(NC(=O)C(C)Sc2nc3ccc(N4C(=O)c5ccccc5C4=O)cc3s2)c(C)c1 (configuration not stated),-13%,-10%[46.1 µM],4%,-2.2%,9%,-5%,0%
Cc1cc(/C=N/O)c(C)n1-c1cccc(Cl)c1,6%,0%,22%,12%,-1%,/,-3%
Cc1ccc(-c2ccc(CCC(=O)O)n2C(C)C)cc1,4%,2%[46.1 µM],-26%[38.3 µM],-1.1%,-5%,-4%,0%
CCOC(=O)C1CCCN(C(=O)Cn2nc(CC)n3c(cc4sccc43)c2=O)C1 (configuration not stated),-10%,-1%[46.1 µM],10%[38.3 µM],1.7%,-1%,-11%,0%
CC(C)(C)c1nc2ccccc2c2nnc(SCC(=O)Nc3nccs3)n12,-2%,-3%[46.1 µM],-1%[38.3 µM],-0.1%,8%,10%[0.0737 µM],-2%
Nc1c(C(=O)NCc2ccc(F)cc2)c2nc3ccccc3nc2n1CCCN1CCOCC1,-36%,?,36%[activator][38.3 µM],-4.0%,?,?,-2%
Cc1cc(S(=O)(=O)Nc2c(C)nn(C)c2C)c(Cl)cc1Cl,7%[9.22 µM],-11%,/,0.0%,12%,8%[46 µM],/
CN(C)c1ccnc2sc3c(SCc4ccc(Cl)cc4)ncnc3c12,-10%,?,-15%,0.0%,6%,-3%,1%
OCCN1CCN(CCOc2cccc(Cl)c2)CC1,5%,9%[46.1 µM],0%[38.3 µM],-1.2%,-2%,25%,-5%
COC(=O)CN1C2=NCCCN2c2ccccc21,11%[9.22 µM],10%,3%,0.0%,5%,/,4%
Nc1ccccc1SCC1CSc2nc3ccccc3c(=O)n21 (configuration not stated),10%,3%,-3%,-0.5%,10%,/,0%
COc1ccc(/C=N/NC(=S)Nc2cccc(C(=O)O)c2)cc1OC,5%,18%,2%,0.0%,-1%,-7%,-1%
Nc1nc(SCc2ccc([N+](=O)[O-])cc2)nc2nc3c(cc12)CCCC3,6%,-2%,-11%,?,-14%,-2%,-1%
CC1(C)Cc2cccc(OCC(=O)N3CCN(S(=O)(=O)c4ccc(F)cc4)CC3)c2O1,2%,-9%[46.1 µM],2%[38.3 µM],1.0%,3%,0%,-5%
Cc1ccc(S(=O)(=O)c2cc3c(=O)n4cccc(C)c4nc3n(CC3CCCO3)c2=N)cc1C (configuration not stated),4%[9.22 µM],0%,/,2.5%,-3%,/,/
CN(NC(=O)c1c(Cl)cccc1Cl)c1cccc(Cl)n1,2%,-7%,8%,-0.3%,18%,20%[46 µM],-3%
c1ccc2c(c1)CCc1c-2nc2ccccc2c1N1CCOCC1,-17%[9.22 µM],42%,/,3.1%,14%,/,/
COc1ccc(CN(C(=O)c2ccco2)c2ccc(Br)cc2)cc1OC,-31%,-18%[46.1 µM],0%[38.3 µM],-0.7%,0%,?,12%
Cc1ccc(S(=O)(=O)c2c(C(=O)c3ccccc3)cnc3cc4c(cc23)OCCO4)cc1,?,?,/,0.1%,-2%,?,/
Cc1ccc(NC(=O)c2nn(C34CC5CC(CC(C5)C3)C4)cc2[N+](=O)[O-])cc1,?,?,19%[38.3 µM],-1.0%,1%,?,-2%
O=C(CN1CCCc2ccccc21)N/N=C/c1ccc(F)cc1F,-39%[9.22 µM],-18%,/,0.0%,-8%,/,/
O=c1c(N2CCOCC2)nsnc1N1CCOCC1,22%,4%[46.1 µM],/,-9.3%,20%,-5%,/
O=C(CS(=O)CC(=O)N(c1cccc(F)c1)C(C(=O)NC1CCCCC1)c1ccco1)Nc1ccc(F)cc1 (configuration not stated),6%,1%,-5%,-1.8%,8%,?,2%

# Screening data (PubChem BioAssay)

# Not all compounds are listed (hit frequency here may not be typical).
